# High-throughput results deposited in PubChem BioAssay by several laboratories.
# RTF Ca sens inh = cardiac RTF calcium desensitization. P19429+P45379. actives 0.12% (n = 340,000). IANBD-labeled cardiac RTF, Ca2+ fluorescence. inhibition, % at 7.15 µM;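 active means inhibition above the mean inhibition of all tested compounds plus 3 SD, cut at about 17% in these data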;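 further: assay run at fixed EC70 calcium of 1.6 mM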
# LANA DNA inh = KSHV C-LANA DNA binding inhibition; actives 0.078% (n = 340,000); MBP-C-LANA/FAM-LBS DNA binding, fluorescence polarization; AID 504423; inhibition, % at 9 µM;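 active means highest replicate inhibition at or above 60% at 9 µM, even if other replicates fall short; inactive means all replicates below 60% inhibition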;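 further: 0% = neutral control wells and 100% = 4 µM acridine orange control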
# DSG3 Ab inh = blocks pemphigus antibody binding to human desmoglein-3 | actives 0.48% (n = 310,000) | AID 588358 | DSG3-coupled beads, scFv-anti-DSG3-GFP binding, flow cytometry; active compounds read low | binding (percent of control), % at 10 µM;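 active means binding more than 3 SD below its plate's average and above zero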;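 further: hits lower antibody fragment binding to DSG3; some compounds called inactive have numbers as strong as hits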
# Target sequence (P32926 whole entry, looked up, the tested form may be a part): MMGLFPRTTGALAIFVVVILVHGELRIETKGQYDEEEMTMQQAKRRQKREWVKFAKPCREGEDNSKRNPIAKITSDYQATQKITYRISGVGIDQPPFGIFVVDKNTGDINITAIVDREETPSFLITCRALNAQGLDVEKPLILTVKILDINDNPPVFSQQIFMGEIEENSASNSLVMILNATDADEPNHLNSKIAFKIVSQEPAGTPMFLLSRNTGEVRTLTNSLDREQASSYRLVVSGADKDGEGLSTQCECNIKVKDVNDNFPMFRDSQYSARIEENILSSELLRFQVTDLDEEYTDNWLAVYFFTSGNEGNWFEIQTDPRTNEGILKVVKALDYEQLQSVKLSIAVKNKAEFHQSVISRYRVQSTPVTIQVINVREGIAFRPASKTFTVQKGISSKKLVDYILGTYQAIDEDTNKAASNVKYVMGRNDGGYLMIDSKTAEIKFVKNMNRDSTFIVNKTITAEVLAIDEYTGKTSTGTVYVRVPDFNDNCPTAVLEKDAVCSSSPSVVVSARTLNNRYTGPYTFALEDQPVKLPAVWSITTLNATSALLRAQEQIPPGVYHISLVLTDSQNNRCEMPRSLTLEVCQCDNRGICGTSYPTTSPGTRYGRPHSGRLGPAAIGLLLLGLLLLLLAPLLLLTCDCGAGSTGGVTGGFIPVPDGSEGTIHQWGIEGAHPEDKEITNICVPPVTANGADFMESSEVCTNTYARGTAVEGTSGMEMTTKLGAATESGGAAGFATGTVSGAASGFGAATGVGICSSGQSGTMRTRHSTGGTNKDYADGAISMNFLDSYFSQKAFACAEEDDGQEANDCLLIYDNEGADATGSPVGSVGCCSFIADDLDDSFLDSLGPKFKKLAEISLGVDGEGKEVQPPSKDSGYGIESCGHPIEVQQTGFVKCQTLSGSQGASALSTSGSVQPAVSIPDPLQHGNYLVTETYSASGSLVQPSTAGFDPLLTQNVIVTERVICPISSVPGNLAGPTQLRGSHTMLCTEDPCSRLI
# OPRM1-OPRD1 inv = inverse agonists of human mu-delta opioid receptor heterodimerization; inhibition, % at 9.3 µM; actives 0.21% (n = 340,000); cell-based MOR-DOR heterodimer luminescence, inverse agonism; in the data active means inhibition above about 22%, passing the limit was not always enough;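 further: 0% = cells with DMSO and 100% = wells without cells with DMSO; values of inactives mirror those of a sister screen read the other way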
# cardiac RTF act = increases calcium sensitivity of human cardiac regulated thin filaments; P19429+P45379; actives 0.24% (n = 340,000); activation, % at 7.2 µM; IANBD-labeled TnC RTF fluorescence at EC20 calcium; 0% EC20 calcium, 100% full calcium;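 active means activation above the mean over all tested compounds plus 3 SD, cut at about 30% in these data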;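 further: rise in fluorescence read as greater calcium sensitivity of cardiac thin filaments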
# Keap1 Nrf2 FP = Keap1-Nrf2 (human) interaction inhibition | Keap1 Kelch-Nrf2 peptide fluorescence polarization, 1536-well | Q14145 | AID 504523 | actives 0.15% (n = 340,000) | inhibition, % at 9.4 µM; in the data active means inhibition above about 12%;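 further: human Keap1 Kelch domain with fluorescein labeled Nrf2 9mer peptide probe; 0% = neutral control wells and 100% = peptide positive control; higher means more block of Keap1 binding to Nrf2 peptide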
# V-ATPase pHluor = alters yeast V-ATPase proton transport | AID 504577 | response, % at 10 µM | S. cerevisiae, pHLuorin cytosolic pH fluorescence | actives 0.37% (n = 350,000); in the data active means response mostly above about 7.3%, no sharp cut-off; inactive means mostly below about 5.4%; further: actives read high; inactives centre near 0; some compounds called inactive have numbers as strong as hits; reference of the scale not given here
# Arrestin-AP2 inh = inhibitors of human beta-arrestin and AP2 interaction; actives 0.31% (n = 340,000); inhibition, % at 10 µM; FITC-arrestin peptide / GST-AP2 beads, flow cytometry; AP2 beta2 appendage carries R879A mutation;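 active means inhibition above a set limit, near 3 SD of compounds lacking own fluorescence, cut at about 54% in these data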;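 further: plate controls were DMSO wells for no effect and 5 µM unlabelled arrestin peptide for full effect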
#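 System: GST-AP2 R879A glutathione beads | Also added: FITC-arrestin peptide, 50 nM | Times: 12 min plus 1 h, RT | Signal: Bead flow cytometry, FITC channel | Buffer or medium: PBS with 0.05% Tween 20 and 0.1% BSA | Read-out basis: Percent drop in bead-associated FITC signal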
# MOR-DOR ag = OPRM1-OPRD1 heterodimerization agonism; P35372+P41143; cells, luminescence; activation, % at 9.3 µM; actives 0.3% (n = 340,000); AID 504326; in the data active means activation above about 18%;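 further: 0% = vehicle-treated cells and 100% = reference agonist; values of inactives mirror those of a sister screen read the other way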
# Wnt bcat act = activators of Wnt/beta-catenin signaling; actives 1.2% (n = 300,000); Wnt/beta-catenin reporter cell assay, activator, plate reader; activation, % at 9.35 µM; in the data active means activation above about 30%, passing the limit was not always enough;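 further: 0% = neutral control wells and 100% = positive control wells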
# * = called active by the depositor; x = no result given.
canonical_smiles	RTF Ca sens inh	LANA DNA inh	DSG3 Ab inh	OPRM1-OPRD1 inv	cardiac RTF act	Keap1 Nrf2 FP	V-ATPase pHluor	Arrestin-AP2 inh	MOR-DOR ag	Wnt bcat act
O=C(CCS(=O)(=O)c1ccc(Cl)cc1)Nc1ccc(N2CCOCC2)cc1	-12	-0.3	96	13	-3	2	0	-3	-2.5	-3
O=C(COc1ccccc1F)Nc1ccccc1C(=O)NC1CC1	-2	5.1	x	2	4	-6	0	-2	-0.6	0
O=C(CCC(=O)NNC(=O)COc1ccccc1)NCc1ccccc1	-1	0.1	100	11	-6	2	-6	7	-2.2	-1
Cc1cc([N+](=O)[O-])nn1Cc1ccc(C(=O)N/N=C/c2ccc(N(C)C)cc2)cc1	0	1.2	x	13	-3	2	3	38	-2.6	-2
CN(C)c1ccnc2sc(C(=O)c3ccc(Br)cc3)c(N)c12	2	0.0	103	0	-4	-5	x	1	0.1	-4
CCOCCCNC(=O)C(c1ccc(OC)cc1)N(Cc1cccs1)C(=O)CNC(C)=O (centres undefined)	4	1.4	116	10	3	-6	1	17	-2.1	1
O=C1CC(N2CCOCC2)C(=O)N1Cc1ccc(N2CCCC2=O)cc1 (centres undefined)	-3	1.9	x	7	0	3	2	6	-1.1	x
N#Cc1ccc(OCC(=O)NCCCn2ccnc2)cc1	3	-1.6	89	4	-4	-1	-4	-9	-0.8	0
CCOC(=O)c1sc(NC(=O)CSc2nnnn2-c2ccccc2)c(C(=O)OCC)c1C	1	-0.3	99	-23	-1	-4	-6	6	3.8	x
O=C(O)/C=C/S(=O)(=O)c1ccc2ccccc2c1	5	-0.8	91	9	2	-2	0	23	-1.9	0
O=C(CSc1nc2ccccc2c(=O)n1-c1ccccc1)N/N=C/C=C/c1ccccc1[N+](=O)[O-]	-6	0.3	91	7	-1	-6	4	4	-1.4	0
Cc1ccc(N(CC(=O)NCc2ccc3c(c2)OCO3)C(=O)c2csnn2)cc1	-7	-1.1	x	7	-3	-1	5	4	-1.1	2
CCOC(=O)c1cc(C(=O)Nc2sc3c(c2C#N)CCCC3)nn1C	2	-0.1	101	-14	-3	-4	0	-1	2.6	0
COc1c(Cl)cc(C(=O)NCc2ccco2)cc1Cl	-2	-1.8	98	-19	-2	-1	1	-15	3.9	-1
CCOc1cc(C(C(=O)NCC2CCCO2)N(C(=O)Cn2nnc3ccccc32)c2ccc(C(C)=O)cc2)ccc1O (centres undefined)	6	-1.4	x	7	-6	-8	5	-16	-0.9	1
O=C(Cc1ccc(-n2c(=O)c3ccccc3n(Cc3ccc(F)cc3)c2=O)cc1)NCC1CCCO1 (centres undefined)	-5	1.4	117	17	1	-2	4	5	-3.1	-5
COc1cc(O)c(NC(C)=O)c2nonc12	-7	-1.3	127	11	5	-13	2	-30	-2.3	-1
COc1ccccc1NC(=O)CCCN1C(=O)C(c2ccccc2)Oc2cccnc21 (centres undefined)	-6	-1.8	x	-2	0	-4	0	-2	0.3	0
CCCCCC(=O)Nc1cccc(C2=NOC3(C2)C[C@H](C(N)=O)N(C(=O)c2ccccc2C(=O)c2ccccc2)C3)c1 (some centres undefined)	-12	1.7	104	10	-3	2	-4	-10	-1.8	-3
NC(=O)CNC(=O)[C@@H]1CC2(CC(c3cccc(Br)c3)=NO2)CN1C(=O)c1ccc(Br)cc1 (some centres undefined)	-23	-3.4	98	5	2	1	4	-2	-1.0	8

# Later entries
canonical_smiles	RTF Ca sens inh	LANA DNA inh	DSG3 Ab inh	OPRM1-OPRD1 inv	cardiac RTF act	Keap1 Nrf2 FP	V-ATPase pHluor	Arrestin-AP2 inh	MOR-DOR ag	Wnt bcat act
O=C(O)c1cccc(N/N=C/c2cc(Br)cc(Br)c2O)c1	7	0.5	97	2	-6	-2	8	32	-0.3	x
O=C(O)CSc1nnc(COc2cccc3ccccc23)o1	0	-1.9	114	6	0	-5	4	-4	-1.3	1
O=C(NCC1CCCCC1)c1cc2ccccc2cc1O	-5	-1.1	100	-47	-4	0	-1	9	8.7	17
CCOC(=O)C1=C(COC(=O)c2cccnc2Cl)NC(=O)NC1C (centres undefined)	-23	0.4	103	-2	5	-4	0	3	0.3	-2
COC(=O)c1c(C)[nH]c(C)c1-c1cccc([N+](=O)[O-])c1	2	0.9	101	11	-4	-2	1	-8	-2.1	-3
CC(=N\Nc1ccccc1)/C(=N/O)C(=O)Nc1ccccc1	-7	-2.0	x	10	-3	0	-1	0	-2.3	x
COCCn1c(SCC(=O)Nc2ccc(NC(C)=O)cc2)nc2c([nH]c3ccccc32)c1=O	19*	1.1	97	26	0	-1	0	-2	-5.1	-1
O=C(NCc1ccccn1)C(C(=O)c1ccc(F)cc1)n1ccccc1=O (centres undefined)	1	-1.4	106	12	-1	-3	3	22	-2.5	-2
Cc1cc(C)nc(/N=C(\N)Nc2ccc(-c3ccccc3)cc2)n1	0	-1.3	104	-31	-3	2	0	-1	6.0	0
Clc1ccc(C=Cc2ccccn2)c(Cl)c1	-5	-1.0	98	-29	2	2	-3	8	5.4	-1
O=C(NCc1ccccn1)c1ccc(Cl)c(S(=O)(=O)N2CCCCC2)c1	5	0.0	96	6	4	-8	0	6	-1.1	-3
CSc1ccc(CN(C)C(=O)c2cc(=O)c3ccccc3o2)cc1	2	0.2	x	-14	-7	2	1	-2	2.2	0
COC(=O)c1cc(S(=O)(=O)NCc2ccc3c(c2)OCO3)cn1C	-7	-0.6	x	18	1	-5	4	1	-3.4	1
O=S(=O)(c1ccc(SCCOc2cccc(Br)c2)nc1)N1CCCC1	-5	0.7	x	5	-7	4	1	-5	-1.3	-3
O=C(NNC(=O)c1ccccc1C(=O)O)c1ccc(S(=O)(=O)N2CCCCC2)cc1	-12	-0.2	x	11	-7	-4	-2	-2	-1.7	3
CCCc1c(O)nc(SCC(=O)NCc2ccco2)[nH]c1=O	-10	0.1	97	12	4	-1	2	37	-2.4	-1
CC(=O)c1ccc(S(=O)(=O)N(C)CC(=O)N2CCCCCC2)cc1	-5	0.9	85	9	0	-3	0	-9	-2.0	0
COc1ccc(CC(=O)NNC(=O)CSc2nnc(Cc3ccc(OC)cc3)n2-c2ccccc2)cc1	-2	0.3	85	-3	9	1	1	4	0.4	-4
Brc1ccc(-c2nc(-c3ccccc3)no2)o1	1	-1.3	104	-16	5	1	2	6	3.1	50*
CCCNC(=O)c1ccccc1NC(=O)c1ccc2c(=O)n3c(nc2c1)CCC3	-11	0.6	102	-10	-2	-2	-3	1	1.5	2

# (next part)
canonical_smiles	RTF Ca sens inh	LANA DNA inh	DSG3 Ab inh	OPRM1-OPRD1 inv	cardiac RTF act	Keap1 Nrf2 FP	V-ATPase pHluor	Arrestin-AP2 inh	MOR-DOR ag	Wnt bcat act
CC1(C(=O)Nc2nccs2)Cc2ccccc2C(=O)O1 (centres undefined)	-2	0.1	105	-3	0	0	1	8	0.6	x
COc1cc(NC(=O)C2CCCN2S(=O)(=O)c2ccc3c(c2)CC(C)N3C(C)=O)cc(OC)c1 (centres undefined)	-2	-0.3	106	6	-1	-4	8.5*	-2	-1.2	0
Cn1cc(/C=C(\C#N)C(=O)Nc2cccc([N+](=O)[O-])c2)c2ccccc21	-12	3.4	99	9	-2	4	1	0	-1.7	-5
Cc1cc(C)c(S(C)(=O)=O)c(Sc2ccc(Cl)cc2)n1	-14	-0.9	106	15	-6	-2	4	8	-2.7	x
Cc1cccc(-n2c(C)cc(/C=C3\NC(=O)NC3=O)c2C)c1	-1	-0.3	x	15	2	-2	0	10	-3.1	-4
C[C@H](NC(=O)c1ccccc1)C(=O)OCC(=O)Nc1sccc1C(N)=O	1	0.1	x	14	-2	-3	5	4	-3.6	-1
COc1ccc(CCC(=O)NCCS(=O)(=O)N2CCN(c3ccccc3F)CC2)cc1	-7	0.7	99	8	1	-1	3	-2	-1.2	2
C/C(=N\NC(N)=S)C1(C)CCCCC1	-18	2.2	107	-1	2	4	-2	-3	0.1	0
O=C(OCC(=O)N1CCN(c2ccccc2)CC1)c1ccc(Cl)cc1[N+](=O)[O-]	3	1.0	112	2	6	3	4	23	-0.4	1
COc1ccc2cnn(-c3ccc(OC(F)(F)F)cc3)c(=O)c2c1OC	3	-0.9	100	16	-4	1	-2	7	-3.1	27
Cc1ccc(CC(=O)Nc2ccc(C(=O)N3CCCCC3)cc2)cc1	1	0.1	113	12	0	-1	-3	25	-2.1	-3
CC(C)N(C(=O)[C@H]1C[C@H](CC(=O)NCCN2CCOCC2)C(=O)N2CCc3c([nH]c4cc(-c5ccco5)ccc34)[C@]12C)C(C)C	-3	-0.5	105	13	-2	2	-2	-9	-2.5	-1
COC(=O)c1cc(C(=O)OC)cc(N2C(=O)CC(NNC(=O)c3ccc(C)cc3)C2=O)c1 (centres undefined)	-4	-1.6	100	10	-1	-4	-2	9	-1.7	2
O=C(COc1ccc2ccccc2c1)N/N=C/c1ccccn1	5	0.1	102	6	0	1	-1	7	-1.3	-1
Cc1cc(CC(=O)O)c(C)cc1CC(=O)O	5	0.5	104	21	3	0	-2	24	-3.7	x
O=C(CN1CCCCCC1)N/N=C/c1ccc(Cl)c(Cl)c1	-4	-0.3	101	-9	-3	-2	1	6	1.9	x
O=C(NC1CCCCCC1)C1CCN(S(=O)(=O)c2ccc(F)cc2)CC1	-1	1.5	101	11	2	-2	-1	-38	-2.0	x
COc1ccc(-c2nc(C#N)c(N3CCN(c4cccc(Cl)c4)CC3)o2)cc1OC	-1	0.6	97	17	1	1	-4	28	-2.9	x
Cc1cc(N)n2nc(-c3ccc(C(C)(C)C)cc3)cc2n1	2	0.2	113	1	2	-6	-1	-4	-0.1	x
COc1ccccc1/C=C/C(=O)OCC(=O)NC1CC1	-8	0.0	109	7	2	3	-2	2	-1.3	5

# Laid out differently: 2 of the compounds above
# Values run as follows: RTF Ca sens inh	LANA DNA inh	DSG3 Ab inh	OPRM1-OPRD1 inv	cardiac RTF act	Keap1 Nrf2 FP	V-ATPase pHluor	Arrestin-AP2 inh	MOR-DOR ag	Wnt bcat act
- COc1ccc2cnn(-c3ccc(OC(F)(F)F)cc3)c(=O)c2c1OC
  3	-0.9	100	16	-4	1	-2	7	-3.1	27
- Cc1ccc(CC(=O)Nc2ccc(C(=O)N3CCCCC3)cc2)cc1
  1	0.1	113	12	0	-1	-3	25	-2.1	-3

# Following part:
canonical_smiles	RTF Ca sens inh	LANA DNA inh	DSG3 Ab inh	OPRM1-OPRD1 inv	cardiac RTF act	Keap1 Nrf2 FP	V-ATPase pHluor	Arrestin-AP2 inh	MOR-DOR ag	Wnt bcat act
CCc1nnc(NC(=O)c2oc3ccccc3c2COC(C)C)s1	-8	2.2	88	4	-7	-1	1	-7	-0.7	-5
CC(C)C1COC(c2cccn2Cc2ccccc2Cl)=N1 (centres undefined)	7	0.2	91	-34	-7	0	1	6	4.8	-1
CC(C)OCCCNC(=O)C(=O)N/N=C/c1ccc(OCc2ccccc2)cc1	x	x	100	x	x	x	1	-10	x	9
COc1ccc(N2CCN(C(=O)CCS(=O)(=O)c3ccc(C)cc3)CC2)cc1	0	-0.2	103	15	1	0	0	20	-2.8	1
C=C(C)CSc1nnc(-c2cc(OC)c(OC)c(OC)c2)n1N	3	-1.7	109	18	-3	-8	0	-10	-4.0	x
COc1ccccc1NS(=O)(=O)c1ccc2[nH]c(=O)[nH]c2c1	5	-1.9	116	3	1	-4	-1	8	-0.5	2
